APEX1 inh – qHTS Assay for Inhibitors of the Human Apurinic/apyrimidinic Endonuclease 1 (APE1); actives 0.35% (n = 350,000); Potency, µM (titrated, usually from 65.8 µM), for the others: at the highest dose activity change, negative = inhibition, usual class: inhibitors; DNA repair nuclease/redox regulator APEX1 (Homo sapiens), P27695; recombinant APE1, TAMRA/BHQ-2 abasic DNA cleavage fluorescence;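 note: potency is the fitted concentration of half-maximal effect; plate controls were vehicle for no effect and reference inhibitor for full effect; nearly all actives have a fitted effect of over 55% in size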
Target sequence (P27695 whole entry, looked up): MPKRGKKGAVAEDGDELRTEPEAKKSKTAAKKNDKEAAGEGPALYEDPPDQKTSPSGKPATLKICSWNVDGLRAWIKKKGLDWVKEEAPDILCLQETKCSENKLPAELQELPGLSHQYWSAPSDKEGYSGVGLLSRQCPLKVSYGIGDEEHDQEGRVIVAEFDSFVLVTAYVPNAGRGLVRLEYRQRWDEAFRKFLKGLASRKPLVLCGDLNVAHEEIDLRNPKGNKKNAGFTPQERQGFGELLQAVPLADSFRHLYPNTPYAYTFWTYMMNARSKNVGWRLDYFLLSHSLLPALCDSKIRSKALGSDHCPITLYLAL
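Quantitative HTS: incision of a TAMRA/BHQ-2 double-stranded substrate bearing a tetrahydrofuran abasic site by 0.75 nM APE1 raises fluorescence. Substrate 50 nM final, added after 15 min compound preincubation at room temperature; progress as third-minus-first kinetic read difference.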
POLI inh – qHTS for Inhibitors of Polymerase Iota. DNA polymerase iota (Homo sapiens), Q9UNA4. Pol iota fluorescent replication assay, 10 min. Potency, µM (top dose mostly 115 µM), inactives show top-dose activity, negative = inhibition, actives largely listed as inhibitors. actives 1% (n = 390,000); note: potency is the fitted concentration of half-maximal effect
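Pol iota at 10 nM preincubated 15 min with compounds at room temperature; reaction started with fluorescent substrate, 50 nM final. Fluorescence read kinetically at 0 and 10 min; buffer-only wells as negative control.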
Anesthetic bind – qHTS Assay for Identification of Novel General Anesthetics; Potency, µM (top dose mostly 77.5 µM), without a hit: at the top dose activity change, negative = displacement, hits mostly inhibitors; actives 0.074% (n = 350,000); AID 485281, 2010; apoferritin/1-aminoanthracene competitive binding, fluorescence; note: potency is the fitted concentration of half-maximal effect; % is set by controls: 0 for no effect and ±100 for the full control effect; nearly all actives have a fitted effect of over 20% in size
Target sequence (P02791 2-175 limits assumed): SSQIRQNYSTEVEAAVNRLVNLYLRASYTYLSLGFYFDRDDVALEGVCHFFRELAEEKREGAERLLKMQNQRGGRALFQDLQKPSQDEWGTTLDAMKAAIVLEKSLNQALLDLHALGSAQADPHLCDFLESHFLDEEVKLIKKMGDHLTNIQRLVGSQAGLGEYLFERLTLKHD
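Probe: 1-aminoanthracene (50% saturated, PBS). Protein: horse-spleen apoferritin, 10 uM. Incubation: 10 min, room temperature. Detection: 380 nm excitation, 535 nm emission. Analysis: normalized response, four-parameter Hill.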
Pol kappa inh – qHTS for Inhibitors of Polymerase Kappa; DNA polymerase kappa (Homo sapiens), Q9UBT6; purified Pol kappa, fluorescent DNA synthesis assay, 10 min; Potency, µM (doses to about 107 µM), inactives show at the highest dose activity, negative = inhibition, actives largely listed as inhibitors; actives 0.53% (n = 400,000); AID 588579, 2011; note: potency is the fitted concentration of half-maximal effect; % is set by controls: 0 for no effect and ±100 for the full control effect
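Enzyme at 10 nM met test compounds for 15 min at room temperature. Substrate addition (50 nM final) began the reaction, which was monitored by fluorescence at 0 and 10 min.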
TRHR ag – qHTS for Small Molecule Agonists and Allosteric Enhancers of Human TRH Receptor: Primary Screen for Agonists; Thyrotropin-releasing hormone receptor (Homo sapiens), P34981; TRHR cells, calcium flux fluo-8, FDSS agonist mode; activation, % at 2 µM; actives 0.18% (n = 360,000); AID 493084, 2011; in the data active = activation above about 30%; note: 0% is about no effect
Target sequence (P34981 whole entry, looked up): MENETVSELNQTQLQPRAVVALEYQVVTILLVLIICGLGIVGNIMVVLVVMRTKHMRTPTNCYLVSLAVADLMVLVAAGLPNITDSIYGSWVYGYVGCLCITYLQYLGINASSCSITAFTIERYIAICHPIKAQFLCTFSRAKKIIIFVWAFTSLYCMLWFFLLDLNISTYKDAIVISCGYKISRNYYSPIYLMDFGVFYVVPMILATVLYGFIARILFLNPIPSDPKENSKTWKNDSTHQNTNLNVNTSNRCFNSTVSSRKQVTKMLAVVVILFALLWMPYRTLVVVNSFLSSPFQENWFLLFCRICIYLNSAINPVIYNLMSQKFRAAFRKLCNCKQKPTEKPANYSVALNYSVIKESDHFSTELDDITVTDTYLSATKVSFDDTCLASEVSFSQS
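Agonist-mode FDSS calcium read (Ex 480/Em 530, 1 s cycles) in 1536-well TRHR cells with fluo-8 dye, after 10-cycle baseline and 23 nL compound addition; TRH at EC20 (10 nM final) added afterwards for the enhancer phase.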
Pol beta inh – qHTS Assay for Inhibitors of DNA Polymerase Beta | P06746 | actives 1.3% (n = 340,000) | Potency, µM (doses to about 114 µM), for the others: at the highest dose activity change, negative = inhibition, most hits filed as inhibitors | Pol beta primer extension/strand displacement, fluorescence kinetic; note: potency is the fitted concentration of half-maximal effect; % is set by controls: 0 for no effect and ±100 for the full control effect
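10 nM enzyme + cpd, 15 min RT; start with substrate 50 nM final; read 0 min and after 10 min RT. Corrected, normalized data; 4-parameter Hill curve fit.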
BLM helicase inh – qHTS Assay for Inhibitors of Bloom's syndrome helicase (BLM). actives 0.2% (n = 350,000). recombinant BLM DNA unwinding, fluorescence dequenching. Potency, µM (series often up to 56.1 µM), for inactives: at the highest dose activity change, negative = inhibition, hits mostly inhibitors;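 note: potency is the fitted concentration of half-maximal effect; plate controls were vehicle for no effect and no enzyme for full effect; nearly all actives have a fitted effect of over 35% in size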
ERG Ets-DNA blk – qHTS for Small Molecule Inhibitors of the ERG Ets/DNA interaction | actives 0.028% (n = 370,000) | fluorescence polarization, His-ERG Ets domain / labelled DNA | Potency, µM (top dose mostly 76.9 µM), without a hit: at the highest dose FP activity, negative = inhibition, most hits filed as inhibitors; active = well fitted inhibition curve with a large enough effect in the polarisation, with a control signal flat; inconclusive = small, poorly fitted or top-dose-only effect, or effect the other way, or a change in a side signal; inactive = no such curve, though single readings can be large or run the other way; the % refers to the polarisation;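 note: polarization taken with two DNA probes labelled with fluorescein and Texas red; potency is the fitted concentration of half-maximal effect; % of control where 0% means no effect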
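His-tagged ERG Ets domain (1 uM in the protein solution; 300mM KCl, 50mM Tris-HCl, 1mM EDTA, 1mM DTT, pH 7.5) received compound, then a probe mix of 5 nM fluorescein-DNA and 100nM Texas-615-DNA. Fluorescence polarization was read for both dyes.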
12-LOX inh – Primary qHTS assay for inhibitors of human arachidonate 12S-lipoxygenase (ALOX12): Round 2 | Polyunsaturated fatty acid lipoxygenase ALOX12 (Homo sapiens), P18054 | purified 12hLO, xylenol orange hydroperoxide absorbance | Potency, µM (series often up to 108 µM), without a hit: at the highest dose activity change, negative = inhibition, most hits filed as inhibitors | actives 1.1% (n = 580,000) | AID 1671190, 2021; note: potency is the fitted concentration of half-maximal effect; % is set by controls: 0 for no effect and ±100 for the full control effect
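Purified human 12hLO at 150 nM in 25 mM Hepes, 0.01% Triton X-100, pH 7.0, preincubated 15 min at room temperature with compound. Reaction started with 40 uM arachidonic acid, 30 min at room temperature. Hydroperoxide measured by Fe-xylenol orange, 573/405 nm absorbance ratio.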
The depositor's hits bear a star; ? = inconclusive; nt = not tested or not shown; & = joins results of further samples; [ ] = remark or other dose. Unless noted, calls come from the whole dose curve; as a rule, active = well fitted curve in the direction sought with a large enough effect; inconclusive = small, poorly fitted or top-dose-only effect, or another doubt; inactive = no such curve, though single readings can be large; an effect the other way counts as inactive or inconclusive. Some of the compounds tested; the hit share may differ from the screen's.

SMILES	APEX1 inh	POLI inh	Anesthetic bind	Pol kappa inh	TRHR ag	Pol beta inh	BLM helicase inh	ERG Ets-DNA blk	12-LOX inh
CCOC(=O)c1c(-c2ccccc2)nc2c(C)cccn12	10%	20%	-11%	-7%	-0.5	3%	1%	14%	-4%
O=C(COC(=O)c1cccc(S(=O)(=O)N2CCN(c3ccccc3)CC2)c1)NCc1ccco1	?	?	?	79µM*	-0.5	20µM*	18µM*	-10%	6%
CCOC(=O)N1CCN(S(=O)(=O)c2ccc(OCC)c3ccccc23)CC1	-5%	21%	35%[activator]	-19%	2.6	8%	2%	7%	?
Cc1ccc(C)c(Cn2c(=O)n(CCC(=O)NCc3ccc4c(c3)OCO4)c(=O)c3sccc32)c1	nt	7%	1%	-3%	-0.7	-2%	-7%	-1%	0%
CCOc1ccccc1CNCC1CCCO1 (stereo not drawn)	32%	100%[activator]	-4%	3%	0.3	4%	-6%	5%	26%
O=C(CCN1C(=O)c2ccncc2C1=O)Nc1ccc(F)cc1	-1%	-6%	-11%	7%	-0.3	0%	-9%	-2%	11%
CCCC12CN3CC(CCC)(CN(C1)C3C(O)C(O)C(O)CO)C2=O (stereo not drawn)	-3%	-7%	-8%	-4%	-0.2	2%	0%	-3%	11%
Cc1ccccc1CNC(=O)c1ccccc1SCC(=O)NCc1ccco1	4%	-25%	nt	-3%	-0.5	nt	nt	-1%	?
Cc1ccc(C)c(Cn2nnc3c(=O)[nH]c(C4CCN(C(=O)c5ccco5)CC4)nc32)c1	57%[12.4 µM]	3%	-16%	1%	-0.4	0%	-3%	6%	-16%
COc1ccc2cc(C#N)c(NC(C)C)nc2c1	-1%	3%	45%[activator]	-15%	-2.0	-1%	-1%	8%	-8%
CCn1c(SCC(=O)Nc2nc3ccccc3s2)nnc1-c1ccc(OC)cc1	-2%	4%	-3%	2%	-0.3	15%	-2%	-11%	-15%
CCOC(=O)c1sc2nc(C)nc(N3CCN(c4ncccn4)CC3)c2c1C	18%	-19%	-7%	-17%	-1.5	11%	-13%	4%	12%
CC1CCCCC12NC(=O)N(CC(=O)NCc1ccccc1)C2=O (stereo not drawn)	-12%	93%[activator]	nt	-2%	nt	nt	nt	-5%	?
COc1ccccc1CCNC(=O)c1cccc(NC(=O)CC2SC(N3CCCCC3)=NC2=O)c1 (stereo not drawn)	nt	16%	nt	4%	nt	nt	nt	6%[15.4 µM]	1%
O=C(Nc1nncs1)c1ccc(Br)c(S(=O)(=O)N2CCCC2)c1	15%	8%	2%	-4%	1.0	7%	3%	2%	-9%
CN(C(=O)COC(=O)c1cc(S(=O)(=O)N2CCCCC2)ccc1N1CCOCC1)C1CCS(=O)(=O)C1 (stereo not drawn)	1%	-12%	3%	1%	-0.4	19%	0%	12%	0%
Cc1ccc(-c2nnn(CC(=O)N(CC(=O)NCC3CCCO3)c3ccc(F)c(Cl)c3)n2)o1 (stereo not drawn)	-5%	11%	-14%	-9%	0.1	9%	-1%	-12%	6%
Cc1ccc(-n2c(Cc3cccs3)nnc2SCC(=O)Nc2ccc(S(N)(=O)=O)cc2)cc1	-3%	12%	-21%	-16%	-1.2	0%	-4%	-7%	-17%
COc1cc(OC)cc(C(=O)Oc2c(CN3CCOCC3)cc(Cl)c3cccnc23)c1	2%	57%[activator]	-18%	6%	0.3	36%[activator]	-2%	-24%	20%
O=C(Nc1ccc(S(=O)(=O)N2CCCC2)cc1)c1ccc(CN2CCc3ccccc3C2)cc1	1%	-8%	-13%	-13%	3.2	2%	-11%	-24%	0%
Cc1ccc(NC(=O)NNC(=O)C2CCN(Cc3ccc(F)cc3Cl)CC2)cc1	1%	-4%	-3%	-10%	-2.1	4%	-1%	-2%	-2%
CC1=C(C(=O)Nc2ccccc2C)C(c2ccc[nH]2)n2ncnc2N1 (stereo not drawn)	nt	22µM*	14%	32µM*	1.6	40µM*	-12%	-1%	-7%
CCCCc1nc(C(N)=O)c2[nH]c(=O)n(-c3ccc(OC)cc3OC)c2n1	-7%	10%	3%	4%	-0.8	-23%	-3%	7%	nt
Oc1c(-c2cc(-c3ccco3)[nH]n2)ccc2ccccc12	0%	22%	3%	-2%	0.6	12%	-12%	9%	?
Cc1cccc(CN2CCN(C(=O)CCc3nnc(C4CCCCC4)o3)CC2)c1	-1%	10%	-14%	8%	-0.1	10%	-3%	7%	-8%
(more compounds)
SMILES	APEX1 inh	POLI inh	Anesthetic bind	Pol kappa inh	TRHR ag	Pol beta inh	BLM helicase inh	ERG Ets-DNA blk	12-LOX inh
COc1ccc(-c2nc3ncccn3c2Nc2ccccc2)cc1	5%	66%[activator]	-5%	-9%	-0.6	0%	-1%	-3%	-7%
Cc1nn(CCCC(=O)NCCc2ccccc2)c(C)c1[N+](=O)[O-]	-5%	-8%	-7%	-7%	0.7	18%	0%	4%	6%
CCCN(Cc1cc2cc(C)ccc2[nH]c1=O)S(C)(=O)=O	2%	14%	-9%	-4%	-0.2	0%	-1%	11%	43%&-8%[activator]
COc1ccc(-c2nc(CN3CCC(C(=O)NCc4ccc(C)cc4)CC3)c(C)o2)cc1OC	nt	3%	-10%	-3%	0.1	15%	-1%	-4%	-19%
O=C1CCCCCN1CP(=O)(O)CN1CCOCC1	-1%	nt	-14%	nt	0.3	0%	1%	nt	-8%
O=C(Cn1cnc2ccccc21)N1CCN(S(=O)(=O)c2ccccc2)CC1	16%	139%[activator]	-3%	-7%	0.0	19%	2%	-8%	0%
O=C(Nc1ccccc1)N[C@H]1C[C@H](C(=O)O)Nc2cc(Cl)cc(Cl)c21	-1%&-1%	nt	4%	18%[60.1 µM]	nt	nt	1%&2%	nt	87%[activator]
Cc1nn(-c2ccc(N3CCCCC3)nn2)c(C)c1CCC(=O)NCc1ccc(F)cc1	nt	9%	-2%	26%	-0.4	-15%	1%	3%	-1%
CCOc1ccc(C(=O)N(CN2CCCC2=O)c2ccccc2)cc1	1%	23%	-8%	1%	-1.0	2%	-9%	-4%	-4%
Cc1ccc(Nc2nc3ccccc3c3nnc(C)n23)cc1Cl	nt	17%	-10%	-15%	0.4	5%	-4%	0%	-2%
Clc1ccccc1OCc1nnc(-c2ccccc2Br)o1	8%	-1%	?	-5%	0.2	6%	-8%	0%	35%[activator]
OCC[C@@H]1C[C@H](O)[C@@H](O)[C@]2(CCCO2)O1	nt	3%	nt	-7%	nt	nt	nt	-9%	-3%
Fc1ccccc1N1CCN(c2ncnc3onc(-c4cccc(Cl)c4)c23)CC1	nt	27%	-14%	1%	0.2	0%	-4%	-7%	?
O=C(O)CN1C(=O)C2C3CC(C2C1=O)C1C(c2ccccc2)c2sc(=O)[nH]c2SC31 (stereo not drawn)	1%	2%	0%	-5%	0.4	-11%	3%	-2%	-19%
Nc1ccc(C(=O)N/N=C\C=C\c2cccc([N+](=O)[O-])c2)cc1	-7%	-29%	-23%	-1%[60.1 µM]	-1.1	-28%	0%	-9%	1%
COc1ccc(C2NC(=S)NC(C)=C2C(=O)Nc2ccccn2)cc1 (stereo not drawn)	2%	13%	-16%	4%	-0.2	1%	-6%	?	-10%
Cc1ccnc2nc(C(=O)Nc3cc(Cl)ccc3N3CCOCC3)nn12	-3%	16%	-13%	-2%	-0.9	22%	1%	3%	-1%
CCOC(=O)c1c(NC(=O)CSc2nnnn2-c2ccccc2OCC)sc2c1CC(C)(C)NC2(C)C	-3%	15%	nt	1%	-0.1	nt	nt	1%	-28%
O=C(CCCOc1ccc(Cl)cc1Cl)N1CCc2ccccc2C1	3%	-17%	-12%	-6%	-0.5	-1%	-15%	-13%	-27%
CCc1nnc(NS(=O)(=O)c2ccc(NCc3ccccc3O)cc2)s1	47%[activator]	48%[activator]	8%	-2%	0.5	-19%	-12%	6%	15%
CCC(/C=C1\Oc2ccc(OC)cc2N1C)=C\c1sc2ccccc2[n+]1CCCS(=O)(=O)[O-]	nt	-5%	nt	-14%	nt	nt	nt	107%[activator]	-26%
O=C1CN(C(=O)c2ccccc2)C(c2ccc(F)cc2)c2cc(Br)ccc2N1 (stereo not drawn)	38%	102%&21%[activator]	-8%&-6%	-1%&-7%	-0.8&-0.2	-28%&-23%	-7%&-5%	-4%&-14%	?
O=C(NC1CCCCC1)N1CCc2ccccc21	-9%	?	4%	-4%	-1.4	2%	-1%	-4%	21%
Nc1ccc(-c2sc(N)nc2-c2ccccc2)cc1	2%	2%	0%	-2%	nt	24%	-3%	-2%	0%
CCCCCn1c(CCNC(=O)c2cccc(C)c2)nc2ccccc21	nt	8%	-14%	-4%	0.3	-18%	-5%	0%	-16%
Cc1ccc(CN2CCN(Cc3cnc(C)[nH]3)CC2CCO)cc1 (stereo not drawn)	18%	8%	-8%	2%	0.7	37%	1%	-1%	-4%

Exported with two lines to a compound: part of the list above.
Second line of a record: APEX1 inh	POLI inh	Anesthetic bind	Pol kappa inh	TRHR ag	Pol beta inh	BLM helicase inh	ERG Ets-DNA blk	12-LOX inh
- Cc1nn(-c2ccc(N3CCCCC3)nn2)c(C)c1CCC(=O)NCc1ccc(F)cc1
 : nt	9%	-2%	26%	-0.4	-15%	1%	3%	-1%
- CCOc1ccc(C(=O)N(CN2CCCC2=O)c2ccccc2)cc1
 : 1%	23%	-8%	1%	-1.0	2%	-9%	-4%	-4%

Bioassay records as filed in PubChem BioAssay.
